TbMetRS inhib – Trypanosoma brucei MetRS inhibition; AID 624268; purified T. brucei MetRS, ATP depletion, Kinase-Glo luminescence; inhibition, % at 11.9 µM; 0.4% of 360,000 active;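 active means inhibition above a per-plate cutoff of the control wells' mean inhibition plus 3 SD, cut at about 5.5% in these data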;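 further: 0% = DMSO wells median and 100% = median of wells with control inhibitor compound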
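Assay system: T. brucei methionyl-tRNA synthetase, purified | Medium: HEPES buffer with MgCl2, KCl, DTT, spermine, BSA, pyrophosphatase | Compound: 11.9 µM single point | Incubation: 15 min enzyme-compound preincubation, 2 h reaction, 10 min detection, 25 °C | Measured by: Kinase-Glo luciferase luminescence reporting remaining unconsumed ATP | Measure: % inhibition normalized to control-well medians | Replication: Singlicate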
Rpn11 inh – inhibitors of human proteasome Rpn11; O00487; human 26S proteasome, Ub4-pepOG fluorescence polarization; 20S core pre-blocked with epoxomicin; calls only at 20 µM; 0.59% of 360,000 active; AID 588493;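 active means inhibition at 20 µM, scaled to each plate's controls, above about 33%, limit read from the data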
Target sequence (O00487 whole entry, looked up): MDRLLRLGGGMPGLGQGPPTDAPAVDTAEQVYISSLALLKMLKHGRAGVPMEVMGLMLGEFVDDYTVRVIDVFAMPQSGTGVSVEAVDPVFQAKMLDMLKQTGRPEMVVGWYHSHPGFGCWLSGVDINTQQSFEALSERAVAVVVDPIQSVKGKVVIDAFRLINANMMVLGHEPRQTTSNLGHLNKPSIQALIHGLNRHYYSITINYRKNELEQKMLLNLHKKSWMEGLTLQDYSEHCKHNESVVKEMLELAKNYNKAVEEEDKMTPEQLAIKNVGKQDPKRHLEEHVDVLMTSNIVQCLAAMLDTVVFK
Scp1 inh – inhibitors of human Scp-1 phosphatase. inhibition, % at 20 µM. AID 493091. Recombinant Scp1, phosphopeptide, malachite green phosphate absorbance. 0.88% of 340,000 active;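 active means inhibition above about 50% at 20 µM, limit read from the data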;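 further: plate controls were DMSO wells with enzyme for no effect and wells lacking enzyme for full effect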
Target sequence (Q9GZU7 76-261 limits assumed): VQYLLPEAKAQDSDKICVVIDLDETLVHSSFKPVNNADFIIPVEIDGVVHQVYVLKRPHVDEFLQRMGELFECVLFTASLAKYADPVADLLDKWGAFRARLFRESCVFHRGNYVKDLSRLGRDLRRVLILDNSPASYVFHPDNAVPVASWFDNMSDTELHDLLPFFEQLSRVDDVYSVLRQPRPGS
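Incubation: 45 min enzyme reaction at room temperature / System: truncated SCP-1 phosphatase (76-261aa) / Reagent: Phospho 17-mer peptide substrate / Buffer or medium: Acidic Tris acetate buffer with magnesium and detergent / Signal: absorbance at 630 nm / Doses: one concentration, 20 µM, with 1.0% DMSO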
DNMT1 block – DNMT1 (human) enzyme inhibition; inhibition (reported as % activation of signal), % at 10 µM; 0.83% of 360,000 active; DNMT1 molecular beacon, Hinp1I cleavage, fluorescence; in the data active means inhibition above about 50%
MsrA inhibitor – inhibits bovine methionine sulfoxide reductase A; purified bovine MsrA, absorbance read-out; inhibition, % at 15.5 µM; 0.75% of 360,000 active; in the data active means inhibition above about 4.5%;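 further: 0% = vehicle wells with enzyme and 100% = reference inhibitor wells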
SUMO1-SIM PPI – SUMO1-SIM interaction modulation; inhibition, % at 20 µM; P63165; 0.33% of 360,000 active; SUMO1 binding to a labelled peptide, TR-FRET, 1 h; in the data active means inhibition above about 37%
STEP inh – inhibitors of human striatal-enriched phosphatase STEP; P54829; recombinant STEP, OMFP fluorogenic substrate, fluorescence; inhibition, % at 20 µM; 0.25% of 360,000 active;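 active means inhibition at 20 µM, scaled per plate between control wells, above about 37%, limit read from the data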;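 further: 0% = DMSO with enzyme and substrate and 100% = substrate only without enzyme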
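material = STEP tyrosine phosphatase | reagent = fluorogenic phosphatase substrate OMFP at 25 µM final | doses = single compound dose of 20 µM, 1% DMSO final | schedule = 20 min reaction, room temperature, in the dark | measured by = fluorescence, 480/540 nm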
CSN deneddyl inh – blocks human CSN-mediated cullin deneddylation. Purified CSN, SCF-Nedd8-OG deneddylation, fluorescence polarization. inhibition, % at 12.5 µM. 0.38% of 360,000 active. AID 651999;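 active means pattern-corrected inhibition above about 35%, with an unprinted fluorescence ratio check between 0.5 and 1.5, limit read from the data, passing the limit was not always enough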;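 further: 0% = enzyme with substrate and 100% = substrate without enzyme; some results filed as inactive read as strong as hits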
Target sequence (Q92905 whole entry, looked up, one chain of several): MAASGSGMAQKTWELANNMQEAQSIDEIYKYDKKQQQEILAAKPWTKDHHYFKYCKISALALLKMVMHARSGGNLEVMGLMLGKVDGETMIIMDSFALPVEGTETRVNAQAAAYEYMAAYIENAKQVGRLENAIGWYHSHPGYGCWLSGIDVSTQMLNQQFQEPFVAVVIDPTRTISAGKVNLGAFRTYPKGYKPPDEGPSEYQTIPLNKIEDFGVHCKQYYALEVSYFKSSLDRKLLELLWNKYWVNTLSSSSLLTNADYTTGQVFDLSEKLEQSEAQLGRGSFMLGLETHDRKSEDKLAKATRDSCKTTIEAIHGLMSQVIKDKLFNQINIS
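Assay system: purified human Csn5 enzyme expressed in HEK293T cells; measure: % inhibition; also added: SCFSkp2-Nedd8OG substrate at 10 nM final; technique: fluorescence polarization; times: reaction 90 min, room temperature; medium: Tris buffer pH 7.5, NaCl, DTT, Tween-20, trehalose, ovalbumin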
LMPTP inh – LMPTP (human) inhibition; P24666; recombinant LMPTP-A, OMFP fluorogenic substrate, fluorescence intensity; inhibition, % at 20 µM; 0.22% of 360,000 active; AID 651560;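 active means compounds that cut the enzyme signal by at least half of the control window in the single-dose screen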;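 further: plate controls were DMSO wells with enzyme plus substrate for no effect and substrate without enzyme for full effect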
Target sequence (P24666 whole entry, looked up): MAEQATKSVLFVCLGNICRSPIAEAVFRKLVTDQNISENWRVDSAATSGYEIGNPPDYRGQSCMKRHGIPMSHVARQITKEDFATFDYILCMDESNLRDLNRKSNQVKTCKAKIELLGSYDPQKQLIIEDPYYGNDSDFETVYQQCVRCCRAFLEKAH
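Assay system: LMPTP-A, protein tyrosine phosphatase of low molecular weight / Medium: pH 6.0 Bis-Tris buffer with DTT and Triton X-100 / Schedule: 50 min enzyme reaction at room temperature, protected from light / Measured by: endpoint fluorescence intensity from OMFP dephosphorylation / Read-out basis: % inhibition relative to no-enzyme and uninhibited control wells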
NadD block – inhibitors of Staphylococcus aureus NadD. inhibition, % at 20 µM. 0.78% of 360,000 active. purified NadD enzyme, colorimetric absorbance read-out. AID 602399; in the data active means inhibition above about 26%; further: some compounds past the cut are filed as inactive
Active calls of the source: *; i = inactive; nt = not tested or not shown.

SMILES	TbMetRS inhib	Rpn11 inh	Scp1 inh	DNMT1 block	MsrA inhibitor	SUMO1-SIM PPI	STEP inh	CSN deneddyl inh	LMPTP inh	NadD block
Cc1c(NC(=O)C2CCCN2S(=O)(=O)c2ccc(Cl)cc2)c(=O)n(-c2ccccc2)n1C (centres undefined)	-1.3	i	-5.2	8.6	-0.4	0.6	0.9	-3.7	-1.4	-5.6
Nc1cccc2c1nnn2C1OC(CO)C(O)C(O)C1O (centres undefined)	-0.5	i	nt	3.3	3.3	3.0	-0.3	-0.8	-1.0	0.1
Cc1c(C(=O)N/N=C/c2cccs2)nc2ccccn12	-0.1	i	4.9	3.3	6.6*	-14.0	1.0	4.9	-1.8	-0.4
Cc1cc(C(=O)Nc2sc(C)c(-c3ccc(F)cc3)c2C(N)=O)no1	-0.2	i	-0.4	0.3	-0.6	-3.5	-4.5	0.3	-0.6	-0.9
CCC(C)NS(=O)(=O)c1ccc(NC(=O)c2cccs2)cc1 (centres undefined)	0.8	i	2.2	-2.1	-0.6	1.3	0.3	7.2	-1.0	-8.9
O=C(Nc1ccc2oc(Cc3ccc(Cl)cc3)nc2c1)c1cccnc1	1.4	i	-3.8	-11.7	-0.2	-5.2	1.6	2.4	0.3	2.6
CC(C)(C)c1cc(CCC(=O)NCc2ccccn2)cc(C(C)(C)C)c1O	-1.2	i	1.7	1.0	0.7	2.5	3.0	1.2	0.4	-7.9
CNC(=O)Nc1cccc(-c2ccnc(C)n2)c1	-0.2	i	-8.9	1.5	0.1	-1.5	1.2	1.7	-0.9	-5.2
CN(C)/C=N/c1c(C(=O)NCc2ccccc2)nnn1Cc1ccccc1	-0.5	i	-10.7	-1.3	0.4	-0.8	-2.7	2.3	-0.8	-4.8
O=C(CSc1nnc(NC(=O)c2c(F)cccc2Cl)s1)Nc1ccccc1F	-0.1	i	-4.8	0.0	0.9	17.1	-1.7	3.5	0.7	-2.9
COCCCNCCCCOc1ccc(Br)cc1C	4.8	i	-5.1	-1.4	-0.1	-0.8	0.4	-1.7	-0.8	-1.0
CC(OC(=O)Cn1c(C(F)(F)F)nc2ccccc21)C(=O)N1CCCc2ccccc21 (centres undefined)	0.0	i	8.2	0.1	-0.5	9.0	5.2	0.0	-1.1	-4.5
CCCCNC1C(CC)C(CCC)C(C#N)(C#N)C1(C#N)C#N (centres undefined)	-0.4	i	0.8	-3.9	nt	-4.7	-3.4	-1.0	0.6	-1.5
CCOC(=O)c1c(NC(=S)Nc2ccc(Cl)cc2)sc2c1CCN(C)C2	0.3	nt	-0.9	-7.7	1.1	-13.9	-4.0	61.4*	1.4	12.3
COc1ccc2c(c1)O/C(=C\c1sccc1C)C2=O	-0.8	i	-6.8	-4.2	0.8	-21.2	1.3	-2.2	0.4	-4.3
COCCCn1c(SCc2ccc(OC)cc2)nc2cc(OC)c(OC)cc2c1=N	-0.5	i	-8.4	-12.5	0.8	15.4	4.4	0.7	3.3	-12.7
C/C(Cl)=C\CSc1nnc2n(N)c(=O)c3ccccc3n12	-0.1	i	-2.2	-2.9	-0.1	0.5	1.7	-2.3	0.0	3.6
CCOC(=O)Cc1csc(NC(=O)CSc2nnc(C3CC3)n2C)n1	-0.7	i	-2.2	4.3	-0.2	2.6	-0.6	-1.8	-0.6	1.7
Cc1ccnc(NC(=O)c2cccc(NC(=O)COc3ccccc3)c2)c1	-0.6	i	-3.7	-5.7	-0.3	2.9	0.3	3.0	-0.2	-7.4
CN(CCc1ccccc1)C(=O)c1cccc(NC(=O)Cc2cccc(NC(=O)C3CCCN(C(=O)C4CCCC4)C3)c2)c1 (centres undefined)	0.6	i	-8.3	-9.1	-0.7	2.3	1.4	0.7	0.7	5.4

The list goes on, overlapping the part above by 2 compounds.
SMILES	TbMetRS inhib	Rpn11 inh	Scp1 inh	DNMT1 block	MsrA inhibitor	SUMO1-SIM PPI	STEP inh	CSN deneddyl inh	LMPTP inh	NadD block
Cc1ccnc(NC(=O)c2cccc(NC(=O)COc3ccccc3)c2)c1	-0.6	i	-3.7	-5.7	-0.3	2.9	0.3	3.0	-0.2	-7.4
CN(CCc1ccccc1)C(=O)c1cccc(NC(=O)Cc2cccc(NC(=O)C3CCCN(C(=O)C4CCCC4)C3)c2)c1 (centres undefined)	0.6	i	-8.3	-9.1	-0.7	2.3	1.4	0.7	0.7	5.4
COc1ccc2c(c1)C(C)=CC(C)(C)N2S(=O)(=O)c1ccc(NC(C)=O)cc1	-1.0	i	0.5	3.0	0.6	0.8	2.3	-4.4	0.6	-1.2
CCN(CC)S(=O)(=O)c1ccc(C(=O)N(c2ccccc2)C2C=CS(=O)(=O)C2)cc1 (centres undefined)	-0.5	i	-1.4	0.6	0.4	2.4	-0.3	11.0	-0.3	1.8
COc1cccc(C2/C(=C(\O)c3ccc4c(c3)OCCO4)C(=O)C(=O)N2c2nnc(C)s2)c1 (centres undefined)	0.0	i	-9.1	1.1	2.5	-19.5	1.7	-4.0	0.9	0.7
C=CCN(CC=C)S(=O)(=O)c1ccc2nc(NC(=O)C(C)C)sc2c1	-0.7	i	-7.1	-7.6	3.2	-3.7	4.3	7.7	1.5	-4.1
CCOC(=O)C1CCN(S(=O)(=O)c2cccc3nonc23)CC1	-0.4	i	-1.3	4.8	1.7	-26.4	1.1	-1.6	-0.4	-3.9
CCOc1ccc(CCNC(=O)C2CCN(S(=O)(=O)c3ccc(C)cc3)CC2)cc1OCC	-0.3	i	-10.2	0.2	-0.4	6.4	0.8	0.8	-0.2	2.3
Cn1cc([N+](=O)[O-])cc1-c1nc2ccccc2n1C	-0.4	i	-3.7	-0.4	2.6	-16.5	1.9	-2.7	-1.9	-8.8
O=C(CCCN1C(=O)c2ccccc2C1=O)NCCCN1CCOCC1	-0.7	i	-7.2	5.1	-0.8	-4.4	2.5	-9.1	-2.3	-7.8
COc1ccc(C(C)=O)cc1CSCCC(=O)O	-0.5	i	6.2	3.3	-0.6	12.5	-3.7	-1.9	-0.1	-2.4
Cn1c(=O)c(=O)n(C)c2cc(S(=O)(=O)CCC(=O)Nc3ccccc3C(F)(F)F)ccc21	-0.2	i	nt	34.3	-0.2	23.6	3.2	0.3	1.7	5.0
COCCCN1C(=O)C2C(C(=O)Nc3cccc(Cl)c3)C3C=CC2(O3)C1C(=O)NC1CCCCC1 (centres undefined)	-0.9	i	-2.3	0.6	nt	3.3	-0.9	-1.9	-0.7	-7.4
CCOC(=O)C1=C(CSCC(=O)OC)NC(=O)NC1c1cc(C)ccc1C (centres undefined)	0.3	i	-3.4	1.1	1.1	-2.1	-2.0	2.9	-0.8	-3.8
Cc1nc2ccccn2c1C(=O)NN=C1CCN(C)CC1	-0.1	i	-0.7	-2.9	1.4	-0.3	-2.6	-8.3	-2.9	-4.3
O=C(CCOc1ccccc1)OCC(=O)c1cc2ccccc2o1	-1.3	i	-11.2	-11.8	1.4	-10.5	5.2	5.4	0.6	-2.0
Cc1cc(CNC(=O)COc2ccccc2)c2ccccc2n1	-1.0	i	6.3	2.0	0.1	-0.9	0.0	-2.0	0.8	-4.1
Cc1csc(=O)n1CCC(=O)OCC(=O)NCc1ccc(Cl)cc1Cl	0.2	i	-4.0	-1.7	-0.7	-6.3	1.0	-3.2	-0.2	-12.2
COc1cccc(-n2nc(C(=O)N3CC(C)CC(C)C3)c3ccccc3c2=O)c1 (centres undefined)	0.7	i	-2.0	2.7	1.5	0.6	-2.3	-0.2	0.3	0.4
CCNc1nc(Oc2ccc(=O)n(-c3ccccc3)n2)nc(N(C)C)n1	0.6	i	-1.9	-0.5	2.0	-1.6	1.9	1.9	-1.3	-3.6
COc1ccc2nc(NNC(=O)C3COc4ccccc4O3)sc2c1 (centres undefined)	-0.1	i	-8.4	-0.8	-0.5	4.8	-1.6	0.0	-0.6	3.1
CC1CCCN(S(=O)(=O)c2ccc(C(=O)NC(C)c3ccccc3)cc2)C1 (centres undefined)	0.0	i	3.7	-3.4	-0.3	1.5	1.4	2.3	-0.7	0.1
CCn1c(O)c(/C=N/N=C/c2ccccc2)c2ccc(C3=NNC(=O)CC3)cc21	-0.5	nt	-14.3	-16.2	1.5	-16.1	-4.3	-77.0	3.1	-0.5
O=C(NCCN1CCN(c2ccccc2F)CC1)c1ccc2nc3ccccc3c(=O)n2c1	0.5	i	-13.2	-2.5	2.3	-42.4	-2.7	-1.5	2.1	-4.1
COc1ccc2nc(NC(=O)CN(c3ccc(C)cc3)S(=O)(=O)c3c(C)nn(C)c3C)sc2c1	-0.1	i	-7.0	-4.5	-0.5	5.1	-1.0	1.0	3.0	1.2

Limited to MsrA inhibitor, STEP inh and CSN deneddyl inh, for some of the entries so far:
| SMILES | MsrA inhibitor | STEP inh | CSN deneddyl inh |
| --- | --- | --- | --- |
| COc1cccc(C2/C(=C(\O)c3ccc4c(c3)OCCO4)C(=O)C(=O)N2c2nnc(C)s2)c1 (centres undefined) | 2.5 | 1.7 | -4.0 |
| C=CCN(CC=C)S(=O)(=O)c1ccc2nc(NC(=O)C(C)C)sc2c1 | 3.2 | 4.3 | 7.7 |
| CCOC(=O)C1CCN(S(=O)(=O)c2cccc3nonc23)CC1 | 1.7 | 1.1 | -1.6 |
| CCOc1ccc(CCNC(=O)C2CCN(S(=O)(=O)c3ccc(C)cc3)CC2)cc1OCC | -0.4 | 0.8 | 0.8 |
| Cn1cc([N+](=O)[O-])cc1-c1nc2ccccc2n1C | 2.6 | 1.9 | -2.7 |
| O=C(CCCN1C(=O)c2ccccc2C1=O)NCCCN1CCOCC1 | -0.8 | 2.5 | -9.1 |
| COc1ccc(C(C)=O)cc1CSCCC(=O)O | -0.6 | -3.7 | -1.9 |

Records listed above shown as hits in MsrA inhibitor:
SMILES	Rpn11 inh	Scp1 inh	DNMT1 block	MsrA inhibitor	SUMO1-SIM PPI	STEP inh	CSN deneddyl inh	LMPTP inh	NadD block
Cc1c(C(=O)N/N=C/c2cccs2)nc2ccccn12	i	4.9	3.3	6.6*	-14.0	1.0	4.9	-1.8	-0.4
